Screening data as filed in PubChem BioAssay.
PREPL inhibitor – PREPL enzyme inhibitors, primary screen, biochemical, fluorescence polarization; actives 0.68% (n = 320,000); recombinant PREPL, fluorescence polarization activity-based probe; Prolyl endopeptidase-like (Homo sapiens), Q4J6C6; inhibition, % at 5.96 µM; AID 2751, 2010; in the data active = inhibition above about 43%;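 note: 0% = enzyme with DMSO and 100% = wells lacking enzyme; many of its hits are not listed in these tables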
PP1 inh – PP1-alpha phosphatase inhibitors, primary screen, counter-screen for PP5 inhibitor project, biochemical, fluorescence, OMFP substrate, single point | purified PP1alpha | inhibition, % at 6.7 µM | AID 2235, 2010 | Serine/threonine-protein phosphatase PP1-alpha catalytic subunit (Homo sapiens), P62136 | actives 0.9% (n = 320,000);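 active = inhibition above the mean inhibition of all tested compounds plus 3 SD, computed separately for each screening campaign, cut at about 15% in these data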
Target sequence (P62136 whole entry, looked up): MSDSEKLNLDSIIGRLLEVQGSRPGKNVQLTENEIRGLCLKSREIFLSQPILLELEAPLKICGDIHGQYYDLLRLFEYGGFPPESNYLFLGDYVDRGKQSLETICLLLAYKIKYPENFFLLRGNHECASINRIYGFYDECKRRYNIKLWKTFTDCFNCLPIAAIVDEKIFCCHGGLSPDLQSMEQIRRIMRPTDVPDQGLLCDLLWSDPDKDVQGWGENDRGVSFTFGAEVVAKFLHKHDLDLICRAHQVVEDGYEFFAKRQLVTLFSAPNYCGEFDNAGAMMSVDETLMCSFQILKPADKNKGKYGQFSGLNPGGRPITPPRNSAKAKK
GASC-1 inh – inhibitors of GASC-1 histone demethylase, primary screen, biochemical, fluorescence, DELFIA europium. GST-JMJD2C(1-420) H3K9me3 demethylation. inhibition, % at 2.35 µM. actives 0.069% (n = 330,000). AID 2099, 2009;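 active = more than half of a compound's replicate wells show inhibition beyond 50%, single wells judged on their own value; inconclusive = some, but no more than half, of replicates pass 50% inhibition; inactive = no replicate passes 50% inhibition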;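 note: signal counts dimethyl H3K9 product captured on neutravidin plate; 0% = median of DMSO wells and 100% = 0.3 times that DMSO median; strong numbers were not always called active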
Target sequence (Q9H3R0 1-420 limits assumed): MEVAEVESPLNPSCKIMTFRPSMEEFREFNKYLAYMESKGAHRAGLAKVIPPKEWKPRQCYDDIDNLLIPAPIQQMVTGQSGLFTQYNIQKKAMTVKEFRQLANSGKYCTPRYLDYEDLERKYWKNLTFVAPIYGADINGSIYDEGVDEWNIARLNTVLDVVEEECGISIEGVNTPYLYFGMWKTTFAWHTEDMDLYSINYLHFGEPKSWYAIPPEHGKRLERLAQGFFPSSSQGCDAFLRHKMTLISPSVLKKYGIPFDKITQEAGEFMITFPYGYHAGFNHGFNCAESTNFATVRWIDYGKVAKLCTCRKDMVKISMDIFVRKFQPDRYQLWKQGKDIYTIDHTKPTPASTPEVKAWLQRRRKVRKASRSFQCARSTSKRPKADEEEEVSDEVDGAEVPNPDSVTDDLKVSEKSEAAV
core dimer inh – inhibitors of HCV core protein dimerization, primary screen, biochemical, TR-FRET, high-throughput. actives 0.33% (n = 300,000). inhibition, % at 5 µM. TR-FRET GST/Flag-core106 dimerization, 1536-well. AID 1899, 2009;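 active = inhibition above the mean of all tested compounds plus 3 SD, set per screening campaign, cut at about 45% in these data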
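Assay system: GST-tagged and Flag-tagged HCV core protein residues 1-106 / Times: compound-protein-antibody incubation 4 h at 22.5 °C / Signal: time-resolved FRET, ex 340 nm, em 617 and 671 nm / Evaluation: % inhibition based on acceptor/donor emission ratio / Benchmarks: wells lacking GST-core106 and wells with excess unlabelled core106 / Repeats: singlicate, one well per compound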
TPT1 inhibitor – Candida albicans TPT1 enzyme inhibitors, primary screen, biochemical, fluorescence polarization; tRNA 2'-phosphotransferase TPT1 (Candida albicans SC5314); actives 0.81% (n = 300,000); recombinant caTPT1, FP RNA substrate dephosphorylation; inhibition, % at 5 µM;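 active = inhibition above the mean of all tested compounds plus 3 SD, set per screening campaign, cut at about 24% in these data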;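 note: plate controls were DMSO alone for no effect and ferristatin control at 100 nM for full effect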
LYPLA2 inh – LYPLA2 inhibitors, primary screen, counter-screen for PME1 inhibitor project, biochemical, fluorescence polarization, FP-Rh probe ABPP. recombinant LYPLA2. inhibition, % at 5.9 µM. actives 0.38% (n = 320,000);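 active = inhibition above the screen-wide mean plus 3 SD, limit set per campaign, cut at about 26% in these data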;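 note: 0% = LYPLA2 with DMSO and 100% = wells lacking LYPLA2 enzyme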
Target sequence (O95372 whole entry, looked up): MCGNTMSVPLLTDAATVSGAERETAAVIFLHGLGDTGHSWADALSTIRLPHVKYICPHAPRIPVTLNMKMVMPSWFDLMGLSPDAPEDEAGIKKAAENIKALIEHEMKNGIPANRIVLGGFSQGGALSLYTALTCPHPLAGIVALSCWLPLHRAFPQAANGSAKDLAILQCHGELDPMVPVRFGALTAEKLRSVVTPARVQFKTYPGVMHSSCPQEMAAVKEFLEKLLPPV
Efflux pump inh – inhibitors of Candida efflux pumps in yeast, primary screen, S. cerevisiae, Nile Red, multiplex; actives 0.44% (n = 330,000); AID 485275, 2010; S. cerevisiae Candida pump triplex; inhibition, % at 10 µM;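 active = plate passing quality check with inhibition over a set limit, or well fluorescence over plate mean plus 4 SD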;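 note: Nile Red retained in pooled yeast measured as flow cytometry median fluorescence; 0% = buffer negative control and 100% = Enniatin B positive control; higher means more Nile Red kept so more efflux inhibition; some compounds called inactive have numbers as strong as hits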
Fh CTSL1 inh – Fasciola hepatica cathepsin L1 inhibitors, primary screen, counter-screen for PFM18AAP inhibitor project, biochemical, QFRET, fluorogenic peptide substrate. recombinant F. hepatica cathepsin L1, Z-Leu-Arg-MCA fluorescence. actives 0.49% (n = 300,000). AID 1906, 2009. inhibition, % at 5.96 µM;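 active = inhibition above the mean of all tested compounds plus 3 SD, set per screening campaign, cut at about 17% in these data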;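 note: 0% = plate median of test compound wells and 100% = 1 µM Z-Phe-Ala-diazomethylketone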
PP5 primary – PP5 phosphatase inhibitors, primary screen, biochemical, fluorescence. Serine/threonine-protein phosphatase 5 (Homo sapiens), P53041. purified PP5c, OMFP substrate fluorescence. inhibition, % at 6.7 µM. actives 0.18% (n = 320,000). AID 1987, 2009;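 active = inhibition above the campaign's mean inhibition across all tested compounds plus 3 SD, cut at about 9.5% in these data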;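 note: 0% = DMSO only and 100% = 100 µM cantharidin control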
Active calls of the source: *; ? = inconclusive; · = not tested or not shown; & = joins results of further samples. An excerpt; the hit share may differ from the screen's.

SMILES	PREPL inhibitor	PP1 inh	GASC-1 inh	core dimer inh	TPT1 inhibitor	LYPLA2 inh	Efflux pump inh	Fh CTSL1 inh	PP5 primary
COC(=O)C1=C(c2ccc(F)cc2F)C[C@@H]2CC[C@H]1N2C(=O)NCCOc1ccc(OC)cc1	3	2	1	·	·	-2	0.5	·	1.5
CN1CC(C(=O)c2ccc([N+](=O)[O-])cc2)C(c2ccc(Cl)cc2)C1 (configuration not stated)	22	0	-29	2	-1	0	-0.1	-3	0.9
Cc1c2cnn(CC(=O)N3CCC4(CC3)OCCO4)c(=O)c2c(C)n1Cc1cccc(Cl)c1	14	-1	4	-4	0	15	0.1	-3	0.6
COC(=O)C1=C(c2cc3ccccc3o2)C[C@@H]2CC[C@H]1N2C(=O)NCc1cccc2ccccc12	-49	8	0	11	0	-10	0.0	0	4.7
CN(C)Cc1ccccc1OC(=O)N(C)C	-9	-3	-5	-3	-3	-4	-0.1	-1	-0.7
Nc1ccccc1C(=O)OC1CSC1	1	-3	33	12	3	5	0.0	0	0.3
CC(C)CNC(=O)c1c(N)n(Cc2ccco2)c2nc3ccccc3nc12	20	3	4	39	28*	-10	0.0	0	7.9
CCc1ccc(CN2CCCC(C(=O)c3sccc3C)C2)o1 (configuration not stated)	-9	-2	7	1	1	-1	0.0	1	2.0
CC(=NCC1CCCO1)c1c(O)n(-c2ccccc2C)c(=O)[nH]c1=O (configuration not stated)	0	-4	0	-3	3	-3	0.1	-1	1.6
COc1ccc(-n2c(O)c(C(C)=NCCN3CCNCC3)c(=O)[nH]c2=O)cc1	11	3	1	0	-3	7	0.0	0	0.8
O=C([O-])c1ccc(-[n+]2c(-c3ccccc3)cc(-c3ccccc3)cc2-c2ccccc2)cc1	26	5	5	-3	1	0	0.0	-1	2.4
COc1cc(CN2CC3CC(C2)c2cccc(=O)n2C3)cc(OC)c1OC (configuration not stated)	7	-2	0	0	-1	1	0.0	-1	1.9
C=CCN1C(=O)/C(=C/c2ccc(N3CCOCC3)o2)C(=O)NC1=S	-6	6	-4	-6	121*	-30	-0.4	4	5.0
NNC(=O)CN1C(=O)CN=C(c2ccccc2)c2cc(Br)ccc21	19	-6	-19	-4	2	-12	-0.1	-1	2.0
[O-]c1ccccc1-[n+]1c(-c2ccccc2)cc(-c2ccccc2)cc1-c1ccccc1	45*	4	·	4	0	-1	0.4	-2	1.8
O=c1c2ccccc2nc(-c2ccco2)n1-c1ccncc1	12	-3	2	-7	-4	-3	0.0	-1	1.7
CC(=O)N1N=C(c2cccnc2)CC1c1ccccc1O (configuration not stated)	9	-6	-1	2	-3	0	0.2	2	-0.7
O=C(C1CCCO1)N1CCC2(CC1)OCCO2 (configuration not stated)	18	-5	-11	1	-1	1	0.1	-2	3.2
C#CCN(C)C(C)Cc1ccccc1 (configuration not stated)	-5	-4	-18	-1	-2	-1	-0.1	-3	1.4
O=C(Cc1ccccc1)N1CCN(Cc2ccc([N+](=O)[O-])cc2)CC1	8	0	14	-12	-2	5	-0.4	-2	1.3
COC(=O)C1=C(c2ccc3ccccc3c2)C[C@@H]2CC[C@H]1N2C(=O)N1CCC(C)CC1	-11	2	-4	·	·	0	0.0	·	1.2
CC(=Nc1ccc(F)cc1)c1c(O)n(C)c(=O)[nH]c1=O	-11	-3	-2	6	0	-3	0.2	1	3.7
CN1Cc2c(c(C#N)c(N)n(C)c2=S)CC1(C)C	23	-5	4	3	-24	1	0.1	7	-1.9
COc1ccc(-c2nc3ccccc3c(=O)n2-c2cccnc2)cc1	7	-5	3	7	0	8	0.0	-3	2.8
COC(=O)C1=C(c2ccc(OC(F)(F)F)cc2)C[C@@H]2CC[C@H]1N2C(=O)NCc1ccc(F)cc1	-25	5	4	·	·	-2	0.2	·	3.8
OC(c1ccccc1)(c1ccccc1)C1CCNCC1	4	-5	-11	0	0	6	0.0	-6	-0.9
C=CCn1c(O)c(/C(C)=N/N2CCCCC2)c(=O)[nH]c1=O	6	1	-9	-7	-2	0	-0.1	-3	1.5
COc1cc(O)c(C(=O)O)c(-c2cc(O)c(O)cc2C)c1	9	-4	-14	-2	-2	5	0.0	-1	3.4
O=C(COc1ccccc1)c1cn(Cc2ccccc2)c2ccccc12	-4	5	0	0	4	-14	-1.4	3	3.4
COC(=O)C1=C(c2cccc(OCc3ccccc3)c2)C[C@@H]2CC[C@H]1N2C(=O)NCc1ccc(Br)cc1	-7	13	4	·	·	-5	0.0	·	4.6
NP(=O)(Oc1ccccc1Cl)Oc1ccccc1Cl	9	-4	-3	0	1	3	0.2	1	0.6
CC(c1ccc(F)cc1)n1cc(C(=O)NCc2ccc3c(c2)OCO3)nn1 (configuration not stated)	6	-5	11	-3	-6	7	0.0	-3	3.1
CCN(CC)S(=O)(=O)c1ccc(N=Cc2c(O)n(-c3ccccc3)c(=O)[nH]c2=O)cc1	18	-3	-1	-1	20	1	0.3	1	-0.2
COc1cc2c(cc1OC)[C@@]13CCN4CC5=CCO[C@H]6CC(=O)N2[C@H]1[C@H]6[C@H]5C[C@H]43	1	-5	-4	3	-4	1	-0.1	0	4.2
Cn1nc(-c2ccc(OCC(=O)N3CCN(Cc4ccccc4)CC3)cc2)c2ccccc2c1=O	-13&-12	0&2	-4&4	-3&-2	0&0	11&9	0.1&-0.2	1&0	1.6&1.9
CCN1C(=O)C(=Cc2c(C)n(CC(=O)NCC3CCCO3)c3ccccc23)C(=O)N(CC)C1=S (configuration not stated)	-22	-1	57	0	24*	-21	0.0	-3	-1.9
Cc1ccc(C(=O)C2CN(C)CC2C(=O)c2ccc(C)cc2)cc1 (configuration not stated)	-41	-2	-2	-1	4	4	-0.1	-1	-1.4
CSc1ccccc1C(=O)C1CCCN(Cc2cccc(C)n2)C1 (configuration not stated)	1	-5	-1	10	3	-4	-0.1	-1	3.5
COc1ccccc1CNCCc1ccc(F)cc1	-21	3	0	-1	-5	0	-0.1	2	0.7
O=C(c1ccc2nc(-c3ccco3)c(-c3ccco3)nc2c1)N1CCC2(CC1)OCCO2	28	11	8	20	-4	2	0.0	17*	-2.3
c1cnc(N2CCNCC2)nc1	13	-3	-29	6	1	2	-0.1	3	-1.2
CC1(c2ccc(Cl)cc2Cl)OCC(Cn2cncn2)O1 (configuration not stated)	-12	-1	-16	-7	-5	0	0.0	0	1.2
COc1ccccc1-n1c(O)c(C=Nc2c(C)n(C)n(-c3ccccc3)c2=O)c(=O)[nH]c1=O	19	2	-11	-14	0	0	0.0	8	0.6
COC(=O)C1=C(c2ccc(OC)c(OC)c2)C[C@@H]2CC[C@H]1N2C(=O)NCC1CC1	0	-4	2	·	·	-1	-0.5	·	-1.4
C/C(=N\NP(=S)(c1ccccc1)c1ccccc1)c1ccc(O)cc1O	2	0	-11	-5	4	-5	-0.3	2	3.0
CN(C)CCN=Cc1c(O)n(-c2cccc(C(F)(F)F)c2)c(=O)[nH]c1=O	14	-4	-11	-13	4	3	0.0	8	2.7
CN1CCCN(C(=O)COc2ccc(Br)cc2)CC1	6	-1	-5	2	3	-2	0.4	-1	3.2
Oc1ccc(C2=CCNCC2)cc1O	9	-3	12	-19	-1	0	0.1	-1	3.0
CC(C)c1ccc(OCC(=O)N2CCCN(C)CC2)cc1	-4	0	-5	8	-2	6	0.1	2	-1.2
O=c1[nH]c(O)c(C=Nc2ccc(F)c(Cl)c2)c(=O)[nH]1	14	-4	-12	2	3	-5	0.5	5	-4.2

Other results:
SMILES	PREPL inhibitor	PP1 inh	GASC-1 inh	core dimer inh	TPT1 inhibitor	LYPLA2 inh	Efflux pump inh	Fh CTSL1 inh	PP5 primary
O=C1C2CCCN2C(c2ccncc2)N1c1ccc(Cl)c(Cl)c1 (configuration not stated)	-4	-3	11	3	-4	1	-0.3	-3	-0.5
C=CCNC(=S)/N=C/c1c(O)[nH]c(=O)[nH]c1=O	-3	-5	6	5	26*	2	0.0	0	1.5
O=c1[nH]c(=O)n(-c2ccc(Cl)cc2)c(O)c1C=Nc1ccc(S(=O)(=O)Nc2nccs2)cc1	-3	3	-4	0	31*	2	-0.3	0	4.1
CCN(c1ccc(C(O)(C(=O)OC)C(F)(F)F)cc1)S(=O)(=O)c1ccc(C)cc1 (configuration not stated)	2	-1	-31	0	-1	7	0.1	1	3.2
CCCCn1c(O)c(C(CC)=NCCN2CCCCC2)c(=O)[nH]c1=O	4	1	?	6	-2	-2	-0.1	0	-0.1
CCN1CCN(Cc2cccnc2)CC1	-1	-1	-14	-11	0	2	-0.1	19*	-1.4
CCCCc1nc(N2CCNCC2)c(C#N)c2c1CSC(C)(C)C2	-6	1	4	-5	-5	-2	-0.1	6	-0.5
O=C(O)COc1ccc(Cl)cc1Cl	-3	-4	4	0	-2	-1	-0.1	-4	-0.5
COc1cccc(NP(=O)(Oc2ccccc2Cl)Oc2ccccc2Cl)c1	-5	3	3	1	-3	-7	0.9	0	3.9
CCN1CCN(S(=O)(=O)c2cnc(Cl)c(Br)c2)CC1	5	-7	-3	-6	0	-4	0.5	-3	0.8
c1ccc(CCNCc2cccnc2)cc1	-2	-2	-4	-1	2	-4	0.3	0	7.1
O=C(CN1CC(c2ccccc2)CC1=O)Nc1ccccc1 (configuration not stated)	3	-1	-5	2	0	-8	0.1	-1	2.5
O=C(Nc1cccc(Cl)c1)N1C[C@H]2C[C@@H](C1)c1cccc(=O)n1C2	-5	-1	8	4	-7	0	-0.2	-3	-0.9
CN1C(=O)N(C)C(=O)C2(Cc3cc(NC(=O)c4ccccc4Cl)ccc3N3CCCC32)C1=O (configuration not stated)	11	5	3	26	13	-6	0.1	2	0.8
O=C(Cn1nc(Cc2cccnc2)c2ccccc2c1=O)N1CCC2(CC1)OCCO2	6	2	?	-4	-3	6	-0.4	-2	0.6
COCCOC(=O)c1c(N)n(Cc2ccco2)c2nc3ccccc3nc12	6	-3	2	2	-4	-12	0.4	4	-0.2
COc1ccc(Cn2c(N)c(C(=O)NCc3ccco3)c3nc4ccccc4nc32)cc1OC	13	7	4	30	28*	-11	0.4	4	12*
CCc1ccc(N2C(=O)NC(=O)C(CCc3ccncc3)(CCc3ccncc3)C2=O)cc1	2	-1	-2	-12	1	-5	0.0	5	1.2
COc1ccc(OC)c(N2C(=O)NC(=O)C(CCc3ccncc3)(CCc3ccncc3)C2=O)c1	5	-1	?	-12	-2	3	0.0	1	-0.3
